Screens from PubChem.
MMP13 inh = inhibitors of human MMP13 | P45452 | MMP-13 fTHP FRET cleavage, Mca fluorescence | inhibition, % at 4 µM | 0.07% of 65,000 active;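 active = inhibition above the mean of compound-free control plate wells plus 3 SD, cut at about 14% in these data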;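 also: 0% = DMSO wells and 100% = wells with reference MMP-13 inhibitor after basal subtraction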
HTR1E agonist = agonists of human 5-HT1E serotonin receptor; P28566; CHO 5-HT1E Ga15 NFAT-bla reporter, FRET; 0% DMSO wells, 100% control agonist wells; activation, % at 6 µM; 0.69% of 65,000 active;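 active = activation above a set limit, the screen-wide mean activation plus 3 SD, cut at about 8.5% in these data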;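 also: 100% = positive control agonist at 1 µM giving full maximal response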
Target sequence (P28566 whole entry, looked up): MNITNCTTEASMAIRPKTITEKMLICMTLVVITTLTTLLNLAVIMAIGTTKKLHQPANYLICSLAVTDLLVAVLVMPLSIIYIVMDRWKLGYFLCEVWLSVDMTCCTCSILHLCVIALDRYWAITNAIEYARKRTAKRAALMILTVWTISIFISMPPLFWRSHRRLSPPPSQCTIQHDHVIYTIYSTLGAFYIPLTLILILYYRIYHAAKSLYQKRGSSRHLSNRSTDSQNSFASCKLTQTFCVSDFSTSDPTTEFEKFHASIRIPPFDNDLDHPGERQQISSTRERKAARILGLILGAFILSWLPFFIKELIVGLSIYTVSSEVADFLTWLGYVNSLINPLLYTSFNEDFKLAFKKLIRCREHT
HTR1A agonist = activates the human 5-HT1a serotonin receptor | AID 567 | CHO 5-HT1a Ga15 NFAT-bla reporter, FRET ratio; 0% basal, 100% maximal reference agonist | 0.56% of 65,000 active | P08908 | activation, % at 10 µM;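 active = activation above the screen-wide mean activation plus 3 SD, cut at about 19% in these data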;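 also: 0% = DMSO wells and 100% = 5-CT at EC100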
NADH coupling = blocks coupling enzymes of NAD/NADH assays; coupled PK/LDH NADH assays, four targets; IC50, µM (highest dose often 10 µM), without a hit: at the top dose inhibition; 0.02% of 65,000 active;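 active = single-dose screening hits from any of four coupled enzyme assays that gave an IC50 when retested across doses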;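 also: the DPM-DC format reads NADH fluorescence rather than 340 nm absorbance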
SF1 activator = SF-1 (human) activation. Q13285. CHO-K1 Gal4-SF-1 LBD luciferase reporter; % increase over DMSO SF-1-specific signal. activation, % at 10 µM. 1.9% of 65,000 active;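 active = activation above the mean activation of all tested compounds plus 3 SD, cut at about 50% in these data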
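Assay system: CHO-K1 cells co-transfected with Gal4 DBD–human SF-1 LBD, 5xGal4 luciferase reporter / Input: 4,000 cells per well / Incubation: 20 h compound exposure at 37 °C after 1 h cell settling / Detection: SteadyLite luciferase luminescence / Control set: DMSO negative control and −SF1 background wells / Replication: one test per compound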
HTR1E antagonist = 5-HT1E (human) receptor antagonism; P28566; 0.99% of 65,000 active; inhibition, % at 6 µM; AID 571; CHO 5-HT1E Ga15 NFAT-bla reporter, FRET, antagonist;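 active = inhibition above a set limit, the mean inhibition across every tested compound plus 3 SD, cut at about 29% in these data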;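 also: signal is the 460 over 535 nm emission ratio of beta-lactamase substrate; 0% = agonist plus DMSO wells and 100% = wells without agonist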
RORa activator = activates the human nuclear receptor RORA. activation, % at 10 µM. AID 560. 1.5% of 65,000 active. CHO-K1 Gal4-RORA LBD luciferase reporter, luminescence; percent increase over mock-subtracted basal signal;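 active = activation above the mean of all tested compounds plus 3 SD, cut at about 49% in these data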;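 also: 0% = DMSO-treated RORA cells and 100% = added signal equal to DMSO minus mock-transfected cells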
tolC growth inh = E. coli tolC mutant growth inhibition; AID 573; 2.2% of 65,000 active; growth inhibition, % at 10 µM (by protocol); E. coli BW25113 tolC mutant growth, OD615;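 active = growth inhibition at or above a cutoff equal to the mean over every tested compound plus 3 SD, cut at about 60% in these data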;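 also: growth measured after 20 h incubation at 37 °C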
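signal = optical density read at 615 nm | test system = E. coli ΔtolC::kan strain BW25113 | timing = 20 h compound exposure of bacteria at 37 °C | buffer or medium = LB medium plus 50 µg/mL kanamycin | compound dosing = 10 µM final, single dose | evaluation = % inhibition of E. coli growth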
An asterisk follows results filed as active; & = joins results of further samples. The list is partial, so the mix of outcomes need not match the whole.

SMILES	MMP13 inh	HTR1E agonist	HTR1A agonist	NADH coupling	SF1 activator	HTR1E antagonist	RORa activator	tolC growth inh
CC[C@@H]1C(=O)OC[C@@H]1Cc1cncn1C	-12.3&-3.0	0.9&0.4	-1.1&-2.6	1.0%&2.0%	-4.7&-8.6	1.7&3.3	-8.8&-5.6	9.8&11.9
